Compound activity (PubChem)
NCI-60 one-dose screen, 48 h, at 10 µM unless noted. Numbers give growth in % (100 = growth as untreated, 0 = no growth, -100 = all killed).
SF-539: SF-539 CNS cancer. 6.8% of 81,000 active
SF-295: SF-295 CNS cancer cells; 5.6% of 79,000 active; AID 1794758
SF-268: SF-268 CNS cancer cells. 3.1% of 82,000 active. AID 1794759
OVCAR-3: OVCAR-3 ovarian cancer; 7% of 79,000 active; AID 1794787
DU-145: DU-145 prostate cancer; 4.2% of 81,000 active
PC-3: PC-3 prostate cancer cells; 3.9% of 80,000 active; AID 1794754
OVCAR-8: OVCAR-8 ovarian cancer; 4.4% of 81,000 active
SNB-19: SNB-19 CNS cancer cells. 2.5% of 81,000 active. AID 1794751
U251: U251 CNS tumor cells; AID 1794753; 5.4% of 80,000 active
Numbers without * were called inactive; x = no result given. How the source made its calls: active means growth percent below 10; inactive means the rest.

SMILES | SF-539 | SF-295 | SF-268 | OVCAR-3 | DU-145 | PC-3 | OVCAR-8 | SNB-19 | U251
CC(C)C(C(=O)O)N1C(=O)C2C3CCC(C3)C2C1=O (configuration not stated) | 89 | 100 | 98 | 106 | 109 | 105 | 112 | 105 | 106
CCN1CCN(C(=O)[C@@]2(C)CC[C@]3(C)CC[C@]4(C)C(=CC(=O)[C@@H]5[C@@]6(C)CC[C@H](OC7C[C@@H](O)[C@@H](O)C(C)O7)C(C)(C)[C@@H]6CC[C@]54C)[C@@H]3C2)CC1 (some centres not stated) | -59* | -78* | 24 | 105 | 2.9* | 42 | 12 | 39 | 10
CC(CCCN1CCCC1)Nc1ccnc2cc(Cl)ccc12 (configuration not stated) | 107 | 113 | 102 | 105 | 111 | 91 | 103 | 104 | 107
S=C(NNc1ncnc2ccccc12)Nc1ccccc1 | 109 | 105 | 111 | 120 | 108 | 106 | 103 | 107 | 106
COc1ccc(-c2cc(-c3ccc(OC)c(OC)c3)nc(SCCCC(=O)NO)n2)cc1 | 1.3* | -37* | 2.0* | -24* | -2.4* | 1.2* | 10 | 11 | -9.1*
O=C(OCc1ccc2c(Cl)cc(Cl)c(O)c2n1)c1c[nH]c2ccccc12 | 58 | 35 | 56 | 55 | 61 | 44 | 37 | 53 | 28
O=C1CC(O)(C(F)(F)C(F)(F)F)Oc2ccccc21 (configuration not stated) | 84 | 106 | 83 | 87 | 80 | 63 | 83 | 79 | 58
COc1ccc2c(c1)sc1nc(-c3ccccc3)c(-c3ccc(O)c(OC)c3)n12 | 87 | 81 | 89 | 84 | 107 | 82 | 98 | 80 | 42
CC12SCC(C(=O)NCc3cccc(C(F)(F)F)c3)N1C(=O)c1ccccc12 (configuration not stated) | 100 | 92 | 102 | 109 | 108 | 93 | 92 | 99 | 95
COc1ccc(C(=O)COc2ccc3c(c2)O/C(=C\c2ccc(OC)c(OC)c2)C3=O)cc1 | 108 | 117 | 94 | 116 | 114 | 103 | x | 101 | 84
Nc1nc(N)c(N=Nc2c(Br)cc(S(N)(=O)=O)cc2Br)c(=O)[nH]1 | 111 | 93 | 104 | 110 | 112 | 94 | 100 | 106 | 95
NS(=O)(=O)c1ccc(N=C2NC(=O)/C(=C/c3coc4ccccc4c3=O)S2)cc1 | 102 | x | 118 | 129 | 124 | 100 | x | 102 | 93
COc1cc(C=C2C(=O)NC(=S)NC2=O)cc(CN2CCN(C)CC2)c1O | 97 | 106 | 102 | 113 | 109 | 101 | 107 | 96 | 107
O=NC1CC=CCC1c1ccccc1 (configuration not stated) | 98 | 122 | 104 | 118 | 124 | 94 | 108 | 109 | 105
COc1ccc(OC2=CC(=O)c3ccc(C)nc3C2=O)cc1 | 90 | 97 | 79 | 72 | 102 | 85 | 81 | 88 | 96
Cn1c(=O)c2c(nc(NC3=NS(=O)(=O)c4ccccc43)n2CC(=O)Nc2ccc(S(N)(=O)=O)cc2)n(C)c1=O | 92 | 100 | 97 | 107 | 107 | 94 | 102 | 95 | 105
Cc1ccccc1NC(=O)c1sc2nc3c(cc2c1N)CCCC3 | 8.7* | 16 | 50 | 11 | 25 | 30 | 30 | 31 | 23
CN(C)C(=O)c1ccccc1 | 104 | 105 | 103 | 113 | 104 | x | 107 | 103 | 103
CC(=O)OCC1OC(OC(C)=O)C(NC(=O)NS(=O)(=O)c2ccc(Cl)cc2)C(OC(C)=O)C1OC(C)=O (configuration not stated) | 99 | 101 | 97 | 114 | 109 | 97 | 104 | 105 | 110
COc1cccc(-c2nn(-c3ccccc3)cc2-c2ccnc(NCCCNC(=O)c3ccccc3)c2)c1 | 80 | 52 | 66 | 51 | 65 | 26 | 38 | 70 | 43
CCCCCCCC(=O)NCc1ccc(OCC(=O)NO)c(OC)c1 | 91 | 103 | 100 | 120 | 108 | 93 | 100 | 100 | 105
Cc1ccc(-c2nc(C(Cl)Cl)n3nc(-c4ccccc4)cc3n2)cc1 | 30 | 66 | 8.8* | -84* | -9.7* | -13* | 35 | 27 | -42*
COC(=O)CNC(=O)[C@H](Cc1ccccc1)NCc1ccco1 | 103 | 101 | 105 | 103 | 103 | 85 | 96 | 99 | 90
Cc1nc2sc(C(=O)Nc3ccc(Br)cc3)c(N)c2cc1C(=O)c1ccccc1 | 94 | 96 | 93 | 101 | 103 | 94 | 95 | 100 | 92
O=S(=O)(Nc1nc2cc(F)ccc2n2cccc12)c1ccccc1 | 97 | 98 | 98 | 106 | 103 | 89 | 94 | 105 | 100

Other records:
SMILES | SF-539 | SF-295 | SF-268 | OVCAR-3 | DU-145 | PC-3 | OVCAR-8 | SNB-19 | U251
COc1ccc(/C=N/N2C(=O)c3ccccc3C2=O)cc1OC | 104 | 121 | 91 | 110 | 111 | 101 | 108 | 81 | 106
O=C(O)c1ccc(C(F)(F)F)cc1 | 102 | 107 | 103 | 112 | 123 | 94 | 107 | 107 | 103
C=CCn1cc(-c2nc3ccccc3s2)c2cc(-c3ccc4c5c(cccc35)C(=O)N(CCN3CCNCC3)C4=O)ccc21 | 91 | 101 | 90 | 105 | 101 | 65 | 14 | 90 | 95
COc1ccc2[nH]c(=O)cc(NNC(=S)Nc3ccccc3)c2c1 | 98 | 101 | 98 | 98 | 107 | 92 | 90 | 92 | 93
CCCCCCCCCCCCCCCCOc1ccc(S(=O)(=O)NC(C)(C)C)cc1[N+](=O)[O-] | 103 | x | 112 | 111 | 116 | 89 | 106 | 101 | 106
OCc1nc2ccc(Cl)cc2[nH]1 | 104 | 109 | 110 | 101 | 109 | 93 | 113 | 90 | 100
Cc1c2c(cn1Cc1ccccc1)CCc1cn(C)nc1-2 | 83 | 58 | 102 | 107 | 111 | 71 | 87 | 105 | 97
COc1ccc(/C=N/C2=C(C#N)C(c3ccc(Cl)cc3)c3ccc4ccccc4c3O2)cc1 (configuration not stated) | 97 | 95 | 84 | 91 | 102 | 76 | 95 | 92 | 85
Cc1ccsc1[C@@H]1C[C@@H]2Cc3cc(Cl)ccc3N1O2 | 83 | 87 | 108 | 102 | 105 | 87 | 94 | 100 | 90
CCCn1cnc2c(SCc3ccccc3)nc(N)nc21 | 97 | 106 | x | x | x | 98 | 97 | 98 | 100
Cc1c(C(C)N)nnn1-c1ccccc1 (configuration not stated) | 101 | 99 | 89 | 102 | 101 | 93 | 105 | 106 | 99
Cc1cc(NC(=O)c2ccccc2)nc(C)n1 | 85 | 118 | 101 | 105 | 111 | x | 114 | 98 | 99
Nc1cc([N+](=O)[O-])ccc1Cl | 98 | 125 | 112 | 118 | 113 | 84 | 95 | 104 | 95
CC1CCCN1c1ccnc2cc(Cl)ccc12 (configuration not stated) | 104 | 91 | 110 | 103 | 124 | 99 | 92 | 102 | 108
CC(=O)O[C@H]1CC2CCC3C(CC[C@@]4(C)C3C[C@H]([N+]3(C)CCCCC3)[C@@H]4OC(C)=O)[C@@]2(C)C[C@@H]1N1CCCCC1 (some centres not stated) | 110 | 96 | 115 | 112 | 120 | 93 | 98 | 100 | 91
CCCCOc1nc2cc(Cl)ccc2cc1/C=C/C(=O)/C=C1/CC(c2cc3ccc(Cl)cc3nc2OCCCC)Nc2ccccc2N1 (configuration not stated) | 99 | 105 | 103 | 107 | 104 | 100 | 98 | 103 | 102
CC(=O)N1N=C(c2ccc(Br)cc2)CC1c1ccc(Oc2ccc(Br)cc2)cc1 (configuration not stated) | 88 | 82 | 73 | 81 | 88 | 75 | 79 | 78 | 76
CS(=O)(=O)c1ccc(-c2[nH]c3ccc(F)cc3c2/C=N/NC(N)=S)cc1 | -21* | 14 | 40 | 12 | 22 | 19 | 21 | 16 | 15
Cn1cc(NC(=O)c2cc(NC(=O)c3ccc(C#Cc4ccccc4)cc3)cn2C)cc1C(=O)NCCCN1CCOCC1 | -85* | -82* | 63 | 46 | 56 | 30 | 39 | 73 | -70*
O=S(=O)(NCCCNc1nccc(-n2cnc3ccccc32)n1)c1ccc(Br)cc1 | 85 | 86 | 91 | 104 | 97 | 85 | 83 | 99 | 97
C=C1CC[C@@H]2[C@@](C)(CCC[C@]2(C)C(=O)O)[C@@H]1CC[C@H](CO)CCO | 105 | 103 | 100 | 76 | 112 | 100 | 104 | 101 | 102
COC(=O)CC(CC(=O)C(=O)OC)C(=O)OC (configuration not stated) | 107 | 101 | 97 | 113 | 109 | 109 | 108 | 106 | 107
Nc1nc(Cl)c2[nH]c(Cl)nc2n1 | 89 | 96 | 102 | 115 | 113 | 96 | 103 | 103 | 96
O=C(NNC(=O)c1cccc2ccccc12)c1ccc(Br)cc1 | 103 | 108 | 102 | 111 | 101 | 96 | 99 | 104 | 97
CC(C)c1nn(-c2ccccc2)c(N2CCCCC2)c1/C=N/NC(N)=S | 89 | 78 | 88 | x | 95 | 83 | 97 | 92 | 98

(list continues)
SMILES | SF-539 | SF-295 | SF-268 | OVCAR-3 | DU-145 | PC-3 | OVCAR-8 | SNB-19 | U251
COc1cc([C@@H]2c3cc4c(cc3C(O[C@@H]3O[C@@H]5CO[C@@H](c6cccs6)OC5[C@H](O)[C@H]3O)C3COC(=O)[C@@H]32)OCO4)cc(OC)c1O (some centres not stated) | -36* | -20* | -17* | -54* | -33* | 4.5* | -43* | 2.0* | -15*
CCOC(=O)C[C@@H]1C(=O)N2CC[C@@]3(C(=O)Nc4ccccc43)[C@@H]2C[C@@H]1C(=O)OCC | 97 | 105 | 98 | 108 | 106 | 98 | 108 | 104 | 102
CCC(O)(CCN(C)C)c1ccccc1 (configuration not stated) | 96 | 109 | 100 | 115 | 101 | 73 | 116 | 103 | 105
Cc1ccc(S(=O)(=O)c2nc(S(=O)(=O)c3ccc(C)cc3)c(Cl)s2)cc1 | -62* | 94 | 108 | -88* | -23* | 18 | 9.8* | 81 | -39*
Cc1ccc(Oc2nc(NS(=O)(=O)c3ccc(C)cc3)nc(-c3ccc(C)cc3)c2C#N)cc1 | 104 | 87 | 93 | 99 | 117 | 99 | 103 | 103 | 103
Nc1nc2c(nc(Br)n2[C@@H]2O[C@H](CO)[C@@H](O)[C@H]2O)c(=O)[nH]1 | 102 | 98 | 97 | 102 | 106 | 107 | 107 | 96 | 108
COc1ccc(/C=c2\sc3n(c2=O)C2C(NN=3)N(C)C(=O)N2C)cc1 (configuration not stated) | -17* | -7.2* | 71 | -3.9* | 9.2* | 25 | 35 | 34 | 29
CCN(CC)S(=O)(=O)c1ccc(-c2nc(C(Cl)Cl)nc3cc(-c4ccccc4)nn23)cc1 | 83 | 87 | 90 | 79 | 82 | 91 | 89 | 85 | 89
C[Si]1(C)N[Si](C)(C)N[Si](C)(C)N1 | 107 | 106 | 101 | 104 | 106 | 105 | 109 | 116 | 96
C=C1C(=O)O[C@H]2[C@H]1CC/C(CNC(=O)c1cc3cc(OC)ccc3[nH]1)=C\CC[C@@]1(C)O[C@@H]21 | -61* | 38 | -39* | -91* | -92* | -52* | -16* | 44 | 14
O=C(O)c1ccc(-c2cnc3nonc3n2)cc1 | 100 | 107 | 95 | 101 | 113 | 111 | 103 | 95 | 101
CN1CCN(C)c2cncc(Br)c2C1=O | 109 | -85* | 102 | 109 | 114 | 103 | 102 | 106 | 106
NS(=O)(=O)c1ccc(-n2c(O)c(C3=c4cc(Cl)ccc4=NC3=O)sc2=S)cc1 | 87 | 94 | 112 | 102 | 122 | 86 | 92 | 94 | 95
CC12CC[C@@H]3[C@]4(C)COC(c5ccccc5Cl)O[C@@H]4CC[C@@]3(C)[C@@H]1CC(C1=CCOC1=O)O2 (some centres not stated) | 92 | 84 | 84 | 92 | 89 | 56 | 79 | 86 | 89
COc1ccc(-c2csc(NC(=O)CO[N+](=O)[O-])n2)cc1 | 99 | 101 | 99 | 101 | 106 | 81 | 96 | 102 | 99
COc1nc2c(c(=O)[nH]1)C(c1cc3ccc(Cl)cc3[nH]c1=O)C1=C(CC(C)(C)CC1=O)N2 (configuration not stated) | 104 | 102 | 97 | 103 | 107 | 85 | 102 | 103 | 91
Cc1ccc2c(c1)C(C)Cc1c(Cl)nc(C)nc1N2C (configuration not stated) | 101 | 95 | 100 | 110 | 107 | 80 | 93 | 97 | 94
CNC(=O)c1cc(Oc2cccc3nc(NC(=O)Nc4ccc(F)cc4F)ccc23)ccn1 | -19* | 56 | 48 | 0.2* | 30 | 38 | 14 | 55 | 15

Sorted by SMILES length (low to high): ten of the compounds above
SMILES | SF-539 | SF-295 | SF-268 | OVCAR-3 | DU-145 | PC-3 | OVCAR-8 | SNB-19 | U251
CN(C)C(=O)c1ccccc1 | 104 | 105 | 103 | 113 | 104 | x | 107 | 103 | 103
OCc1nc2ccc(Cl)cc2[nH]1 | 104 | 109 | 110 | 101 | 109 | 93 | 113 | 90 | 100
O=C(O)c1ccc(C(F)(F)F)cc1 | 102 | 107 | 103 | 112 | 123 | 94 | 107 | 107 | 103
Nc1cc([N+](=O)[O-])ccc1Cl | 98 | 125 | 112 | 118 | 113 | 84 | 95 | 104 | 95
O=C(O)c1ccc(-c2cnc3nonc3n2)cc1 | 100 | 107 | 95 | 101 | 113 | 111 | 103 | 95 | 101
COC(=O)CNC(=O)[C@H](Cc1ccccc1)NCc1ccco1 | 103 | 101 | 105 | 103 | 103 | 85 | 96 | 99 | 90
COc1ccc2[nH]c(=O)cc(NNC(=S)Nc3ccccc3)c2c1 | 98 | 101 | 98 | 98 | 107 | 92 | 90 | 92 | 93
COc1ccc(/C=N/C2=C(C#N)C(c3ccc(Cl)cc3)c3ccc4ccccc4c3O2)cc1 (configuration not stated) | 97 | 95 | 84 | 91 | 102 | 76 | 95 | 92 | 85
Nc1nc2c(nc(Br)n2[C@@H]2O[C@H](CO)[C@@H](O)[C@H]2O)c(=O)[nH]1 | 102 | 98 | 97 | 102 | 106 | 107 | 107 | 96 | 108
Cn1c(=O)c2c(nc(NC3=NS(=O)(=O)c4ccccc43)n2CC(=O)Nc2ccc(S(N)(=O)=O)cc2)n(C)c1=O | 92 | 100 | 97 | 107 | 107 | 94 | 102 | 95 | 105
